Bioassay records from PubChem.
IDE cell activ – activators of human insulin-degrading enzyme in cells | P14735 | HEK cells, FAbeta-B cleavage, fluorescence polarization; 0% vehicle, 100% cell-free pure enzyme wells | activation, % at 5.96 µM | 340,000 tested, 0.073% active;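 active = activation above the mean of all tested compounds plus 3 SD, set per screening campaign, cut at about 17% in these data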
Target sequence (P14735 whole entry, looked up): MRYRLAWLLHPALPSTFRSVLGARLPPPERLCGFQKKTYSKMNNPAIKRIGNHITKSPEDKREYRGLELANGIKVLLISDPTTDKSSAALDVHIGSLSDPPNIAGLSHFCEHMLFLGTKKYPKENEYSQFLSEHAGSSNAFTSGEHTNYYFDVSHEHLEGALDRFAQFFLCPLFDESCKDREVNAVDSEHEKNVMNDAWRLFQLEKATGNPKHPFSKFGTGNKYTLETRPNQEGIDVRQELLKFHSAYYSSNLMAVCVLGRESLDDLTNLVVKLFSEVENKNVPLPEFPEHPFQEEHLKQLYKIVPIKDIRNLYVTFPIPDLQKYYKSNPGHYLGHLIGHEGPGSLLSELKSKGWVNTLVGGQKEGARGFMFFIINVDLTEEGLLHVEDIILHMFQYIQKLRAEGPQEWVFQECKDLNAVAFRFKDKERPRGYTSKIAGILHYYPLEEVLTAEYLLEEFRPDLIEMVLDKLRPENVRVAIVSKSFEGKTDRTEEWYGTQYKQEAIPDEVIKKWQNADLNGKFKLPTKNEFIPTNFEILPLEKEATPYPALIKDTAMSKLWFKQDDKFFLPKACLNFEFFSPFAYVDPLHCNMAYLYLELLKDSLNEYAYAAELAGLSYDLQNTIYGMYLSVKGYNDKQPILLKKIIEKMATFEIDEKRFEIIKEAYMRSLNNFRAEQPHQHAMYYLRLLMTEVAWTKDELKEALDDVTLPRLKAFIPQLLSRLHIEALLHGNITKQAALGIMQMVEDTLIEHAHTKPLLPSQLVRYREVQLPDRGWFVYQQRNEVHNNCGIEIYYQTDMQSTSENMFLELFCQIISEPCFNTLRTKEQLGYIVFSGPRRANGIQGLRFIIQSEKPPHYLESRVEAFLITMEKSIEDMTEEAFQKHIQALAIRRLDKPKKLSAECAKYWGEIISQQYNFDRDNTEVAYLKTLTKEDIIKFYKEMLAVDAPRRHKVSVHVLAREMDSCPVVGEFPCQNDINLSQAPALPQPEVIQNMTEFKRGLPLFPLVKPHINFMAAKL
* marks the source's active call; other numbers are inactive results. These rows are one share of the data; the hit share may differ from the screen's.

SMILES | IDE cell activ
CC1(C)C(C=C(Cl)Cl)C1C(=O)OCc1cccc(Oc2ccccc2)c1 (configuration not stated) | -1
CN(C)CCCn1c2c3ccccc3ccc2c2oc(=O)c3ccccc3c21 | 12
CC1=CC(=O)[C@@H](OC(=O)Nc2ccc(C)cc2)[C@@H](c2ccccc2Br)N1C | 3
Cc1ccc(C(=O)Nc2ccccc2C(=O)NCc2ccco2)cc1 | 5
CCOc1ccc(NC(=O)c2ccc3c(c2)OCCO3)cc1S(=O)(=O)N(CC)CC | -1
O=[N+]([O-])c1cc(S(=O)(=O)N2CCCC2)ccc1OCCOc1ccccc1 | -4
COc1ccc(S(=O)(=O)N2CCN(Cc3cc4c(cc3Br)OCCO4)CC2)cc1 | 1
Cc1ccc(NC(=O)CNC(=O)c2ccc(C(C)(C)C)cc2)cc1S(=O)(=O)N1CCOCC1 | 6
CCN(c1ccccc1)S(=O)(=O)c1ccc(C(=O)Nc2ccccc2OC)cc1 | 5
CC1CCCC(NC(=O)CN(C)CC(=O)Nc2ccc(F)cc2)C1C (configuration not stated) | -2
COCCN(CC(=O)Nc1cccc(C)c1C)C(=O)c1cc2c(s1)CCC2 | 5
COc1cccc(NC(=O)CSc2nnc3ccc(-c4ccccn4)nn23)c1 | 1
CCc1nc2ccccc2c(C(=O)OCC(=O)N(CCOC)c2c(N)n(Cc3ccccc3)c(=O)[nH]c2=O)c1C | -2
Cc1ccc(N2C(=O)N(CC(=O)Nc3cccc(C)c3C)C(=O)C2C)cc1 (configuration not stated) | 4
COC(=O)[C@]1(Cc2ccccc2)N[C@H](CN(C)C(=O)c2ccccc2)[C@@H]2C(=O)N(C)C(=O)[C@@H]21 | 6
CC(=O)NC(C)c1ccc(C(=O)CSc2nnc(C3CC3)n2C2CC2)cc1 (configuration not stated) | 3
Nc1nnc(SCC(=O)Nc2cc(F)ccc2F)s1 | -1
Cc1n[nH]c(=O)c2c(NC(=O)CSc3nc4ccccc4c(=O)n3-c3ccc(OC(F)F)cc3)oc(C)c12 | -1
COc1ccc(OC)c(-c2csc(NC(=O)C3=COCCO3)n2)c1 | 5
C=CC[C@@H](CC(=O)N(CCO)Cc1ccccc1)C(=O)N[C@H](COC(=O)[C@@H](CC=C)Cc1ccc(F)cc1)Cc1ccccc1 | 7
Cc1ccc(S(=O)(=O)NCC(=O)OCC(=O)NC2CCCCC2)cc1 | 1
O=C(c1ccc([N+](=O)[O-])o1)N1CCN(c2nc3ccc(F)cc3s2)CC1 | -8
Cc1ccc(NC(=O)C(=O)NCC2CCCN2S(=O)(=O)c2cccs2)cc1C (configuration not stated) | 1
CCOc1ccc(NC(=O)CN(C)C(=O)c2cn(-c3ccc(F)cc3)nc2-c2cccc(OC)c2)cc1OCC | 5
Cc1cc(F)ccc1S(=O)(=O)N1CCC2(CC1)OCCN2S(=O)(=O)c1cccs1 | 2
CCCCc1ccc(NC(=O)CN2C(=O)NC(Cc3ccccc3)C2=O)cc1 (configuration not stated) | 1
COc1ccc(S(=O)(=O)N2CCCCC2)cc1NS(=O)(=O)c1ccc(CNC(C)=O)cc1 | -1
CCCOc1ccc(C(=O)OCCN2CCCCC2)c(O)c1 | -1
O=c1cc(Br)c(O)c(Br)cc1Br | 5
COc1ccc(NC(=S)NC(=NS(=O)(=O)c2ccc(Cl)cc2)c2ccccc2)cc1 | -5
CCN(CC(=O)Nc1c(F)cccc1F)C(=O)CC1CCCCC1 | 0
CCOc1ccc(NS(=O)(=O)c2cccc(C(=O)NCC3(N(C)C)CCCCC3)c2)cc1 | -3
Cc1ccc(C(C)C)c(OCC(=O)OCC(=O)NC2CC2)c1 | 3
CN(CC(=O)Nc1ccccc1Cl)C(=O)COC(=O)CSc1ccc(F)cc1 | -2
N#Cc1ccccc1S(=O)(=O)N1CCN(C(=O)C2COc3ccccc3O2)CC1 (configuration not stated) | 4
CCOC(=O)c1c(C)[nH]c(C(=O)OCC(=O)NCc2ccccc2)c1C | -1
O=C(CN1C(=O)NC2(CCCc3ccccc32)C1=O)c1ccc(Br)cc1 (configuration not stated) | 5
O=C(c1ccc(Cl)c(S(=O)(=O)N2CCOCC2)c1)N1CCN(c2ccccn2)CC1 | 5
O=C(Nc1cccc(C(=O)N2CCCCC2)c1)C1CCCCC1 | 3
O=[N+]([O-])c1ccc(NN=Cc2ccc(O)cc2O)nc1 | -5
NC(=O)c1ccsc1NC(=O)COC(=O)Cc1c[nH]c2ccccc12 | 2
COc1ccc(C(CNC(=O)c2cccc(NS(=O)(=O)c3ccc(C)c(F)c3)c2)N2CCCC2)cc1 (configuration not stated) | 0
Nc1c(Cl)cc(N=Nc2ccccc2)cc1Cl | 3
CCN(CC(=O)Nc1c(F)cccc1F)C(=O)c1cc(S(=O)(=O)NCc2ccccc2)ccc1C | 7
Cn1cccc1C(=O)NNC(=O)COc1ccccc1Cl | 2
O=S(=O)(CC(O)(c1ccccc1)c1ccccc1)CC(O)(c1ccccc1)c1ccccc1 | 5
O=C(CN1C(=O)NC2(CCc3ccccc32)C1=O)Nc1ccccc1C(F)(F)F (configuration not stated) | 2
O=C(COC(=O)c1ccc(Cl)nc1)NCCc1ccc(F)cc1 | 8
CCc1noc(C)c1C(=O)Nc1nc(-c2ccc(NC(C)=O)cc2)cs1 | 0
Cc1onc(-c2ccccc2)c1C(=O)Nc1ccc(Cl)c(S(=O)(=O)N2CCOCC2)c1 | 0

Remaining list, next part.
SMILES | IDE cell activ
CCOc1ccccc1NC(=O)COC(=O)CN1C(=O)NC(C)(C)C1=O | 4
COc1ccc(OC)c(NC(=O)COC(=O)CCS(=O)(=O)c2ccc(Cl)cc2)c1 | 2
COc1ccc(CCN2CC(C(=O)N(C)CC(=O)Nc3ccc(Cl)c(C(F)(F)F)c3)CC2=O)cc1OC (configuration not stated) | -3
CCOC(=O)c1ccoc1CN1CCN(S(=O)(=O)c2ccc(C)c(C)c2)CC1 | -1
O=C1CCCc2cc3c(ccc4ccccc43)cc21 | -10
Nc1nccc(NCCSCc2ccccc2)n1 | 1
Cc1ccc(C(=O)Nc2ccc(Nc3ccccc3)cc2)cc1C | -1
CC1CCN(C(=O)COC(=O)CSc2ccc(C(N)=O)cc2[N+](=O)[O-])CC1 | 1
CCCn1nc(C(=O)NC2CCCCCC2)c2ccccc2c1=O | 1
CNc1nnc(SCC(=O)N2c3ccccc3NC(=O)CC2C)s1 (configuration not stated) | 0

The list goes on; the last 6 above are carried over.
SMILES | IDE cell activ
O=C1CCCc2cc3c(ccc4ccccc43)cc21 | -10
Nc1nccc(NCCSCc2ccccc2)n1 | 1
Cc1ccc(C(=O)Nc2ccc(Nc3ccccc3)cc2)cc1C | -1
CC1CCN(C(=O)COC(=O)CSc2ccc(C(N)=O)cc2[N+](=O)[O-])CC1 | 1
CCCn1nc(C(=O)NC2CCCCCC2)c2ccccc2c1=O | 1
CNc1nnc(SCC(=O)N2c3ccccc3NC(=O)CC2C)s1 (configuration not stated) | 0
C[C@@H]1CN([C@@H](C)CO)C(=O)c2cccc(NC(=O)Nc3ccc4c(c3)OCO4)c2O[C@H]1CN(C)S(=O)(=O)c1cn(C)cn1 | 3
CCCCc1ccc(NC(=O)CSc2nc(=O)n3cc(C)ccc3n2)cc1 | 1
COc1cccc(C(=O)OCC(=O)Nc2nnc(-c3ccccc3)o2)c1 | 3
CC1(C)C(=O)Nc2ccccc2N1C(=O)COC(=O)c1cccs1 | 5
CCOc1cc(C(=O)OC(C(=O)NC(=O)NC)c2ccccc2)ccc1OCC(=O)N1CCOCC1 (configuration not stated) | 2
COc1ccc(NC(=O)N(C)C[C@H]2Oc3c(NS(=O)(=O)c4cccs4)cccc3C(=O)N([C@H](C)CO)C[C@@H]2C)cc1 | 0
CCC(C)N(C(=O)Cn1c(=O)cnc2ccccc21)C1CCS(=O)(=O)C1 (configuration not stated) | 2
O=C(CCCN1C(=O)NC2(CCCC2)C1=O)Nc1cccc(S(=O)(=O)N2CCOCC2)c1 | 1
Cc1onc(-c2ccccc2)c1C(=O)N(C)CC(=O)Nc1ccc(F)c(F)c1F | 0
C[C@H](NC(N)=O)C(=O)Nc1ccc(N2CCOCC2)c(S(=O)(=O)Nc2ccc(Cl)cc2)c1 | -6
O=C(NC1CC1)c1sc2cc(Cl)ccc2c1Cl | -2
O=C(O)CC(CN1C(=O)c2ccccc2C1=O)c1ccccc1 (configuration not stated) | 1
Cc1cc(S(=O)(=O)Nc2nc(CN3CCOCC3)nc3sc4c(c23)CCC4)ccc1F | -8
O=C(Cc1ccc(Cl)cc1)N1CCc2ccccc2C1 | -3
O=C(Cc1ccc(Br)cc1)NCCc1ccccc1 | 0
CCCCN(C(=O)c1cc(S(=O)(=O)N2CCCCC2)ccc1Cl)c1c(N)n(CC(C)C)c(=O)[nH]c1=O | 7
Cc1noc(C)c1C(=O)Nc1ccccc1N1CCOCC1 | -3
Cc1cccc(OCC(=O)Nc2cc(Cl)ccc2-n2cncn2)c1C | 1
CC1CC2OC2CC1COC(=O)C1CC2OC2CC1C (configuration not stated) | 3
Cc1n[nH]c(=O)c2c(NC(=O)COC(=O)c3ncc(Cl)c(Cl)c3Cl)oc(C)c12 | -1
COc1ccc(-c2noc(CCC(=O)N3CCN(c4ccccc4C(F)(F)F)CC3)n2)cc1 | 4
O=C(CCNC(=O)c1ccc(Br)cc1)NCCCN1CCOCC1 | 4
O=C(CCOc1ccccc1)NNC(=O)c1ccccc1 | 5
CC(OC(=O)Cc1c[nH]c2ccccc12)C(=O)c1ccccc1 (configuration not stated) | 2
COc1ccccc1CCC(=O)Nc1ccc(OC)c(S(=O)(=O)N2CCOCC2)c1 | -1
Cc1cc(C)c2c(=O)[nH][nH]c2n1 | -2
Cc1ccc2c(c1)CCCN2CC(=O)Nc1cccc(S(=O)(=O)N2CCCC2)c1 | 2
Cc1ccc(S(=O)(=O)N2CCCCC2)cc1NC(=O)CSc1nc(N)cc(=O)[nH]1 | 0
CC(OC(=O)CCCOc1ccccc1)C(=O)Nc1ccc(Cl)cn1 (configuration not stated) | 3
CCOc1ccc2oc(C(=O)NCc3ccccc3CN3CCCC3)c(C)c2c1 | 6

Next section, overlapping the part above by 5 compounds.
SMILES | IDE cell activ
Cc1cc(C)c2c(=O)[nH][nH]c2n1 | -2
Cc1ccc2c(c1)CCCN2CC(=O)Nc1cccc(S(=O)(=O)N2CCCC2)c1 | 2
Cc1ccc(S(=O)(=O)N2CCCCC2)cc1NC(=O)CSc1nc(N)cc(=O)[nH]1 | 0
CC(OC(=O)CCCOc1ccccc1)C(=O)Nc1ccc(Cl)cn1 (configuration not stated) | 3
CCOc1ccc2oc(C(=O)NCc3ccccc3CN3CCCC3)c(C)c2c1 | 6
CCCCOc1ccc(C(=O)NCC(=O)NCCOc2ccc(C)cc2)cc1 | -2
CCOc1ccc(NS(=O)(=O)c2ccc(C(=O)NCC(c3ccco3)N(C)C)cc2)cc1 (configuration not stated) | -2
CCN(C[C@H]1N[C@@](C)(C(=O)OC)[C@H]2C(=O)N(C)C(=O)[C@@H]12)C(=O)Nc1ccc(F)cc1 | 2
CN(C)C(CNC(=O)c1cc(S(=O)(=O)N(C)Cc2ccccc2)ccc1Cl)c1ccco1 (configuration not stated) | -6
Nn1c(SCC(=O)NCC2CCCO2)nnc1-c1cc(Cl)ccc1Cl (configuration not stated) | 0
C[C@H](CO)N1C[C@H](C)[C@@H](CN(C)Cc2ccc(-c3ccccc3)cc2)Oc2c(NC(=O)Nc3ccc(C(F)(F)F)cc3)cccc2C1=O | -6
OCC1OC(n2ccc3c(SCc4ccccc4)ncnc32)C(O)C1O (configuration not stated) | -10
Cc1ccc(S(=O)(=O)N2CCOCC2)cc1C(=O)NCc1ccccn1 | 1
Cc1ccc(S(=O)(=O)N2CCOCC2)cc1C(=O)OCC(=O)N1CCCC1=O | -1
COc1cccc(-n2cnnc2SC(C)C(=O)NC2CCCC2)c1 (configuration not stated) | -1
O=C(Nc1ccon1)c1nc[nH]c1C(=O)NCc1ccccc1 | -2
N#Cc1ccccc1S(=O)(=O)N1CCC(C(=O)NCc2ccccc2CN2CCCC2)CC1 | 4
CC1(C)CC(=O)C=C(c2cccc3c2sc2ccccc23)C1 | -1
c1ccc([C@H]2CN3CCSC3=N2)cc1 | 1
O=C1CCCc2ccc3ccccc3c21 | 0
c1ccc(Cn2cc(-c3ccccc3)cn2)cc1 | -3
Cc1ccc(NC(=O)c2ccc(=O)[nH]c2)cc1S(=O)(=O)N1CCCCCC1 | -3
O=C(CNC(=O)C1CCCCC1)OCC(=O)c1cccc(Cl)c1 | 1
CC(C)Oc1ccc(C(=O)OCC(=O)NC(=O)NC2CCCC2)cc1 | 5
c1ccc(COc2ncnc3c2ncn3CCCNCCN2CCOCC2)cc1 | -1
Cc1cc(NC(=O)C(C)SCC(=O)Nc2nnc(CC(C)C)s2)no1 (configuration not stated) | 12
C[C@H](CO)N1C[C@H](C)[C@@H](CN(C)S(=O)(=O)c2cccs2)Oc2ccc(NC(=O)Nc3ccc4c(c3)OCO4)cc2C1=O | 5
COc1ccccc1CNS(=O)(=O)c1cc(C(=O)NCc2ccccn2)c(Cl)cc1Cl | 1
COc1ccc(C2(c3ccc(OC)cc3)NC(=O)N(CC(=O)N(C)C3CCC(C)CC3)C2=O)cc1 (configuration not stated) | 1
O=S(=O)(c1ccccc1)N1N=C(c2ccc(Cl)cc2)CC1c1ccco1 (configuration not stated) | -1
COc1ccccc1OCCNC(=O)C1CC(=O)N(c2ccc3c(c2)OCCO3)C1 (configuration not stated) | -1
COc1ccc2c(c1)OC[C@H]1[C@@H]2N2C(=O)CNC(=O)[C@@]2(C)[C@H]1c1ccccc1 | -2
Nc1ccc(S(=O)(=O)NCC2CCCCO2)cc1 (configuration not stated) | 6
